Screening results (PubChem)
HSP90 inh: HSP90 inhibitors, primary screen, cell lysate, luminescence; AID 1789, 2009; inhibition, % at 5.6 µM; Rabbit reticulocyte lysate, luciferase refolding luminescence, 3 h; hit rate 0.91% among 290,000;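 active = inhibition above the screen-wide mean plus 3 SD, computed separately per campaign, cut at about 16% in these data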;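 note: 0% = DMSO wells and 100% = 60 µM geldanamycin wells; inhibitors lower the luminescence because luciferase stays unfolded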
KLF5 inh: KLF5 expression inhibitors, primary screen, DLD-1 cells, luminescence; inhibition, % at 5 µM; AID 1700, 2009; DLD-1 KLF5 promoter-luciferase reporter; hit rate 0.23% among 290,000;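 active = inhibition above a per-plate limit of that plate's mean compound inhibition plus 3 SD, cut at about 60% in these data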;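 note: 0% = DMSO wells and 100% = LY294002 at 200 µM; higher means less KLF5 promoter-driven luciferase light; inactives centre near -14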
IEC-6 tox: cytotoxicity in IEC-6 intestinal epithelial cells, primary screen, cytotoxicity control for KLF5 inhibitor project, cell-based, luminescence. IEC-6 cytotoxicity, luminescence viability. inhibition, % at 5 µM. hit rate 0.78% among 290,000; in the data active = inhibition above about 22%;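 note: 0% = plate median of test compound wells and 100% = cytotoxic reference compound wells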
HDAC3 inh: HDAC3 deacetylase inhibitors, primary screen, biochemical, fluorescence, cell-free homogeneous; recombinant HDAC3, fluorogenic peptide/trypsin coupled; Histone deacetylase 3 (Homo sapiens), O15379; hit rate 0.15% among 320,000; inhibition, % at 8.3 µM; in the data active = inhibition above about 26%, passing the limit was not always enough
Target sequence (O15379 whole entry, looked up): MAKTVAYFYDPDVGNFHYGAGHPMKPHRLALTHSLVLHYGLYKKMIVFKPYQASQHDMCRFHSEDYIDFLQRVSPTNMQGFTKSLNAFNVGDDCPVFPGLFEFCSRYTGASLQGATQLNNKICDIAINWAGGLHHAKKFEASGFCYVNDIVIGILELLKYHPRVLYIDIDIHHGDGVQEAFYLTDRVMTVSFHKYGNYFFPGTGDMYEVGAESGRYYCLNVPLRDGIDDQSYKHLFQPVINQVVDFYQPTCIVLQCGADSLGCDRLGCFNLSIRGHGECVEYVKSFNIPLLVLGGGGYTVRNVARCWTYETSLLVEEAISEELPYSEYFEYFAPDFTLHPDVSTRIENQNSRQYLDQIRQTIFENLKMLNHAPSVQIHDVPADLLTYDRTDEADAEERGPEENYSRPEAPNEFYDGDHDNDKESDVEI
HSF1 inhib: HSF1 inhibitors in luciferase reporter cells, primary screen, cell-based, NIH3T3, luminescence. NIH3T3-HGL HSE-luciferase, MG132-induced, luminescence 8 h; hits give low values. activity change, negative = inhibition, % at 7.5 µM (by protocol). hit rate 0.77% among 300,000. AID 2098, 2009;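 active = more than half of replicate wells show activity change below -50%, luminescence cut by over half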;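 note: luciferase reports HSF-1 transcriptional activity via heat shock element; 0% = median of DMSO wells and -100% = zero luminescence signal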
AI-2 QS mod: Vibrio harveyi AI-2 quorum sensing modulators, primary screen, JMH597 strain, luminescence/OD600 ratio; Vibrio harveyi JMH597 AI-2 luminescence/OD600 ratio, 9 h; hits give low values; strain lacks LuxN and CqsS sensors; 0 = neutral-control median; activity change, % at 7.5 µM; hit rate 0.4% among 300,000; in the data active = activity change below about -75%, passing the limit was not always enough;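 note: luminescence divided by OD600 gain over 9 h not by final OD600 alone; inactives centre near 13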
HSF-1 act: HSF-1 activators, primary screen, NIH3T3-HGL cells, MG132 stress, luminescence, single point; hit rate 1.7% among 300,000; NIH3T3-HGL HSF-1 luciferase reporter, 8 h; 100% = twice DMSO control signal; activation, % at 9 µM;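 active = mean replicate activation of at least 50% with a set share of replicates each reaching 50%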;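 note: 0% = median of the neutral control wells and 100% = twice that signal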
aSyn 5UTR inh: MLPCN primary screen, SNCA 5' untranslated region; alpha-synuclein 5'UTR reporter, inhibitor activity; inhibition, % (tested at 7.5 µM); hit rate 0.82% among 300,000; in the data active = inhibition above about 60%;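 note: H4 neuroglioblastoma cells stably carrying SNCA 5'UTR luciferase fusion; 0% = DMSO wells and 100% = positive control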
HIF act: HIF pathway transcriptional activators, primary screen, cell-based, U2OS HRE-luciferase, luminescence; U2OS HRE-luciferase reporter; normalized: DMSO 0%, desferrioxamine 100%; activation, % at 7.5 µM (by protocol); hit rate 0.32% among 300,000; AID 1910, 2009;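 active = mean activation of at least 10% of the iron chelator positive control signal, with at least half of replicates also reaching 10%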
Platelet DG rel: inhibitors of platelet dense granule secretion, primary screen, cell-based, MLPCN, human platelets; human platelet-rich plasma, SFLLRN dense granule ATP release, luminescence; inhibition, %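 (compounds screened at 7.5 µM in platelet-rich plasma)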; hit rate 0.22% among 300,000;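 active = mean replicate score, as percent of positive control, at or above 50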
The depositor's hits bear a star; nt = not tested or not shown. Hits appear at their usual frequency; 5% or so of the library scored in one or more.

SMILES	HSP90 inh	KLF5 inh	IEC-6 tox	HDAC3 inh	HSF1 inhib	AI-2 QS mod	HSF-1 act	aSyn 5UTR inh	HIF act	Platelet DG rel
CCS(=O)(=O)c1ccc2oc(SCC(=O)Nc3ccc(OC)c(OC)c3)nc2c1	5	-26	6	-2	-5	13	15	1	-0.8	2
Cc1nc2ccc(NC(=O)Cc3ccccc3F)cc2s1	2	-132	-4	-4	20	12	33	-175	3.2	10
CCOC(=O)C1=C(Nc2ccc(C)cc2)CC(C)(O)C(C(=O)OCC)C1c1ccccc1 (stereo not drawn)	-1	-19	1	3	-4	24	-24	-9	0.4	1
CC1Sc2ccc(S(=O)(=O)N3CCC(C(=O)NCCc4ccccc4)CC3)cc2NC1=O (stereo not drawn)	-2	-44	2	1	3	13	15	0	0.6	-2
CN(C)c1ccc(/C=N/Nc2cc(N3CCOCC3)nc(N3CCOCC3)n2)cc1	3	-40	-5	0	-10	8	-2	2	0.1	-1
COC(=O)CCCC1=CC2=C(c3ccccc3)C(=O)C(C)(OC(=O)C3CCCC3)C(=O)C2=CN1Cc1ccc(OC)cc1 (stereo not drawn)	nt	nt	nt	0	19	12	37	-1	-0.2	9
c1cncc(-c2nc(-c3ccc4c(c3)OCO4)cs2)c1	-5	-141	4	6	17	17	36	-117	3.1	-9
O=C1CCCN1c1ccc(S(=O)(=O)N2CCCCC2)cc1	-3	-26	1	-1	-7	20	7	-2	-0.3	-14
Cc1nc([N+](=O)[O-])cn1CC(O)c1ccccc1 (stereo not drawn)	-3	-15	2	-1	-1	11	-10	9	-0.4	6
COc1ccc(Nc2nc(N)c([N+](=O)[O-])c(N3CCCC3)n2)cc1	-3	-1	4	-8	-2	26	25	41	4.0	-3
O=C(CSc1ccccc1)Nc1nnc(-c2ccco2)o1	nt	nt	nt	-1	2	10	-10	1	0.1	-32
CCOC(=O)Cc1csc(NC(=O)COc2ccc(N(C)S(=O)(=O)c3cccs3)cc2)n1	-2	-8	-6	-6	4	21	-8	-12	0.1	1
Cc1cc(C)nc(N2CCCC(C(=O)NCc3cccs3)C2)n1 (stereo not drawn)	0	0	2	-12	1	17	-20	6	-0.1	4
CCOC(=O)C1CCCN(C(=O)CSc2nccn2C)C1 (stereo not drawn)	5	2	3	-1	-4	23	-10	9	0.1	-4
COc1cc(NC(=O)c2cccnc2SC)cc(OC)c1OC	6	-21	6	-2	-4	23	-7	3	-0.1	-2
O=C(C1CCC(CNc2nc(=S)[nH]c3ccccc23)CC1)N1CCN(c2ccccn2)CC1 (stereo not drawn)	0	-6	-8	-2	-10	19	-6	10	-0.4	-1
C=CCn1c(=NC(=O)c2ccco2)sc2cc(C(=O)OCC)ccc21	4	-18	4	-2	8	6	4	-34	0.2	3
CC(C)NC(=O)CCCC(=O)NC(C)C	-2	-16	-3	-6	6	1	34	16	0.3	-11
COc1ccc(-c2nn(-c3ccccc3)cc2/C=C\C(=O)Nc2ccc(C(=O)O)cc2)cc1	-3	-3	-2	-1	-12	21	-10	-15	-0.1	-4
COc1cc(CN2CCN(CCOCCO)CC2)cc(OC)c1OC	-1	-9	0	0	1	-5	1	0	0.1	14
COc1ccc(CCN2C(=S)N(C)C(=O)C2CC(=O)Nc2ccc(OC)cc2)cc1 (stereo not drawn)	2	13	-3	5	11	16	1	18	0.3	3
O=C(Nc1ccnn1C1CCN(C/C=C/c2ccc(F)cc2)CC1)C1CCCC1	3	-45	-6	12	-2	23	30	5	0.2	7
CCCc1cc(=O)[nH]c(SCc2nc3ccc([N+](=O)[O-])cc3[nH]2)n1	-5	9	2	4	7	23	26	1	0.5	-1
Cc1c(C(=O)N2CCOCC2)c(S(=O)(=O)Nc2cccc(C#N)c2)c(C)n1C	-1	2	-6	-2	2	22	-4	-8	-0.1	-40
c1coc(CN2CN=C(Nc3nc4ccccc4s3)NC2)c1	-3	-20	-2	1	6	18	21	-81	1.9	-2
COc1ccc(C(Nc2ccccn2)c2c(NC(=O)c3ccco3)sc(C)c2C)cc1 (stereo not drawn)	-3	-65	3	9	1	50	29	12	-0.3	15
COc1cc(/C=C2/SC(=S)N(Cc3ccccc3)C2=O)ccc1OS(C)(=O)=O	8	10	1	-1	6	-8	5	-35	0.5	-2
CCOc1ccc(C(=O)C(C)OC(=O)c2cnc(C)cn2)cc1 (stereo not drawn)	nt	nt	nt	-1	-7	15	-19	-5	0.3	0
CCNC(=O)Cn1c(=O)c(=O)n(Cc2ccccc2)c2ccc(Cl)cc21	5	-36	0	4	-7	14	-10	32	-0.2	29
O=C1CSC(c2ccccc2)N1CC(O)c1ccc([N+](=O)[O-])cc1 (stereo not drawn)	1	1	-1	0	1	15	0	-10	0.0	4
CC(=O)c1c(OC(=O)c2cccc(Cl)c2)c2ccccc2n1C	-1	-7	-6	6	15	14	30	6	-0.2	9
CC1(C)Cc2c(cnn2-c2ccc(F)cc2)C(NC(=O)CCN2CCCCO2)C1 (stereo not drawn)	-2	-20	-2	-2	5	35	7	-5	0.4	-1
Cc1cccc(N2CCN(C(=O)CCC(=O)N3Cc4ccccc4Oc4ncccc43)CC2)c1C	-1	-11	6	-7	0	26	5	10	-0.7	-2
O=C(NCCC(=O)N(CCc1ccccc1)Cc1ccccc1)c1ccccc1Cl	nt	nt	nt	5	0	14	-20	10	0.4	-3
Cc1cc(C)n2nc(C(=O)OCC(=O)c3cc(C)n(C)c3C)nc2n1	0	-21	-5	-1	-2	34	-6	-7	-0.3	-2
COc1ccc(CCNC2=C(Cl)C(=O)N(CCc3ccc(OC)c(OC)c3)C2=O)cc1OC	-1	1	-2	-4	-1	-3	3	11	0.2	17
COc1ccc(CC2S/C(=N/N=C/c3ccccc3O)NC2=O)cc1 (stereo not drawn)	0	13	-4	5	-20	-9	-2	-19	-0.3	-3
CN(C)CCNc1c2c(nc3ccccc13)CCC2	1	-29	3	8	-4	17	6	-10	-2.8	-5
COCCN(C(=O)COC(=O)CCCOc1ccc(OC)cc1)c1c(N)n(Cc2ccccc2)c(=O)[nH]c1=O	nt	nt	nt	-7	-1	25	-4	5	0.3	1
CCCN1C(=O)/C(=C/c2cc(C)n(C)c2C)SC1=Nc1ccc(OC)cc1	-3	-18	4	-1	-5	17	6	45	-0.1	11
Nc1ncnc2nc(SCCN3CCCCC3)[nH]c12	1	-27	3	5	7	2	25	-1	0.6	-11
COc1ccc(C(=O)NCc2ccco2)cc1S(=O)(=O)N1CCOCC1	-2	-47	0	-4	-1	17	15	0	-0.4	-3
COc1ccc(-c2cc(C(=O)NCC3CCCO3)on2)cc1OC (stereo not drawn)	-4	-7	0	10	-3	15	24	-5	0.0	-3
CC(C)OCCCNC(=O)c1ccc(CN2CCc3ccccc3C2)cc1	3	-8	2	5	1	22	-5	-6	0.1	-4
Cc1c(O)ccc2cc(S(=O)(=O)c3ccccc3)c(=O)oc12	-1	-31	2	-124	-1	26	1	-5	-11	5
CC(C)C[C@@H]1NC(=O)N(CCN2CCOCC2)C1=O	1	0	1	-2	-5	2	-8	23	-0.4	2
CCCCCSc1nncc(=O)[nH]1	-2	-10	-13	-1	-2	36	0	10	-0.2	1
Cc1ccc(S(=O)(=O)N(CC(=O)N=Nc2c(O)[nH]c3ccccc23)c2cccc(C)c2)cc1	-1	5	-2	24	3	20	2	-25	1.2	-10
C=CCn1c(SCC(=O)Nc2ccc(F)cc2F)nc2c([nH]c3ccccc32)c1=O	2	-17	4	5	8	2	1	6	0.0	11
CC(=O)N1CCc2cc(S(=O)(=O)NCCC(=O)Nc3cccc(C)c3C)ccc21	0	-27	-3	3	-4	29	-20	23	-6.4	-2
COc1ccccc1CNCC(=O)Nc1ccc(C#N)cc1	0	-9	5	1	-8	0	18	-3	0.1	2
C/C=C/c1ccc(OCC(=O)N(C)CC(=O)Nc2ccc(F)cc2)c(OC)c1	nt	nt	nt	1	3	14	8	12	0.0	-7
O=C(COC(=O)Cn1cnc2ccccc21)Nc1cccc([N+](=O)[O-])c1	1	-20	-10	5	8	47	-4	13	-0.2	0
CCCCNC(=O)CN(c1cc(C(F)(F)F)ccc1Cl)S(C)(=O)=O	-9	-17	2	-1	-4	10	-4	6	0.0	0
O=C(CC(NC(=O)c1ccccc1Cl)c1ccccc1)Nc1ccc2c(c1)OCO2 (stereo not drawn)	0	-60	-4	6	nt	29	nt	-14	0.6	-19
O=C(NCC1CCCO1)C1CCCN(S(=O)(=O)c2cccc(C(F)(F)F)c2)C1 (stereo not drawn)	3	-6	5	-2	-1	nt	7	-1	-40	-7
COc1ccc(/C=C/C(=O)NCCc2ccc(S(N)(=O)=O)cc2)cc1	-2	-41	-6	11	-6	33	-6	-1	-0.4	-15
N#CC(c1ccc(F)cc1)c1ccc(C(=O)c2ccccc2)cc1 (stereo not drawn)	-1	-21	0	6	5	7	8	13	0.0	1
C=CCN=C1CC(C)(C)C(C(=O)OC)C(O)=C1C(=O)CCC (stereo not drawn)	0	-3	1	12	-4	25	7	-5	0.0	-1
Cc1cc(C)c2c(c1)-c1c(ssc1=S)C(C)(C)N2C(=O)CN1C(=O)c2ccccc2C1=O	3	-8	-3	1	0	10	-4	15	-0.2	1

Additional compounds
SMILES	HSP90 inh	KLF5 inh	IEC-6 tox	HDAC3 inh	HSF1 inhib	AI-2 QS mod	HSF-1 act	aSyn 5UTR inh	HIF act	Platelet DG rel
CCN(CC)CCN(C(=O)C1=COCCO1)c1nc2cc(C)cc(C)c2s1	-2	-22	6	4	3	1	13	-8	1.3	17
Cc1ccc(CCNC(=O)C2CCN(c3nn4c(=O)cc(C)nc4s3)CC2)cc1	-1	-36	-2	1	-1	20	2	7	0.1	0
Cc1ccc(C(=O)N/C(=C\c2ccco2)C(=O)NCC2CCCO2)cc1C (stereo not drawn)	-5	-11	0	8	4	-4	1	-2	0.1	-3
COC(=O)c1ccc(COC(=O)c2cccn2C)o1	0	-36	-4	0	1	7	17	-50	0.4	5
Cc1ccc(NC(=O)CCN2CCOCC2)cc1C	0	-36	-4	-5	-3	31	2	3	-6.8	3
CCN(C(=O)COC(=O)c1cc(S(=O)(=O)N2CCc3ccccc32)ccc1OC)C1CCS(=O)(=O)C1 (stereo not drawn)	-1	-19	-2	-4	-5	-2	16	2	-0.2	0
N#Cc1nc(-c2ccccc2Cl)oc1N1CCN(C(=O)c2ccco2)CC1	-2	-28	0	-1	-40	9	-54	10	-0.3	-9
CCNC(=O)CC1C(=O)N(c2ccc(F)cc2)C(=S)N1CCc1ccncc1 (stereo not drawn)	-3	11	-5	-5	-1	6	40	19	-0.9	-11

Single records, as listed above:
O=C(CSc1ccccc1)Nc1nnc(-c2ccco2)o1 reads HSP90 inh: nt; KLF5 inh: nt; IEC-6 tox: nt; HDAC3 inh: -1; HSF1 inhib: 2; AI-2 QS mod: 10; HSF-1 act: -10; aSyn 5UTR inh: 1; HIF act: 0.1; Platelet DG rel: -32
O=C(NCCC(=O)N(CCc1ccccc1)Cc1ccccc1)c1ccccc1Cl reads HSP90 inh: nt; KLF5 inh: nt; IEC-6 tox: nt; HDAC3 inh: 5; HSF1 inhib: 0; AI-2 QS mod: 14; HSF-1 act: -20; aSyn 5UTR inh: 10; HIF act: 0.4; Platelet DG rel: -3
